Screens: PubChem, several laboratories
NOD2-RIPK2 inh – NOD2-RIPK2 protein interaction inhibition; AID 624267; inhibition, % at 4.98 µM; O43353; 360,000 compounds, 0.38% hits; CHO BLA complementation NOD2-RIPK2, CCF4 ratio; in the data active means inhibition above about 21%;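 further: 0% = vehicle only and 100% = reference blocker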
ABHD5-PLIN5 inh – ABHD5-PLIN5 protein interaction inhibition; Q00G26+Q8WTS1; 360,000 compounds, 0.78% hits; Split G. princeps luciferase complementation, luminescence, 4 h; inhibition, % at 4 µM; AID 602281;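 active means inhibition above the mean inhibition across every tested compound plus 3 SD, cut at about 22% in these data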;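 further: 0% = DMSO only wells and the 100% control is not disclosed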
TLR9-MyD88 block – blocks human TLR9 binding to MyD88 | AID 504734 | Q9NR96+Q99836 | 340,000 compounds, 0.21% hits | CHO BLA complementation TLR9-MyD88, CCF4 FRET ratio | inhibition, % at 4.98 µM;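 active means inhibition above the mean over all tested compounds plus 3 SD, cut at about 21% in these data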;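 further: 0% = DMSO only wells and 100% = clavulanate BLA inhibitor control wells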
NR5A2 inv ag – suppresses constitutive activity of human LRH-1. O00482. HEK293T StAR-luciferase reporter, LRH-1 transfected, 24 h. inhibition, % at 3.6 µM. 360,000 compounds, 0.13% hits. AID 602396;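 active means inhibition above the mean inhibition of all tested compounds plus 3 SD, cut at about 73% in these data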;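 further: 0% = DMSO wells and 100% = reporter-only cells lacking LRH-1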
Granule exo inh – lytic granule exocytosis inhibition; TALL-104 LAMP-1 surface exposure, flow cytometry; cells stimulated with thapsigargin and PMA; inhibition, % at 10 µM; 360,000 compounds, 0.66% hits;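 active means inhibition above about 55%, limit read from the data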
TROY NFkB inh – inhibitors of TROY-dependent NF-kB signaling; Q293 LMP1-TROYcd NF-kB luciferase reporter, 4 h; inhibition, % at 10 µM; 360,000 compounds, 0.98% hits; AID 1347056;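 active means compounds whose plate-normalised and pattern-corrected inhibition of the luciferase reporter signal at the single screening dose is 50% or more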
NCOA2 inhibitor – human SRC2 (NCOA2) inhibition; HEK293 GAL4-SRC2 luciferase reporter, luminescence; inhibition, % at 9 µM; 370,000 compounds, 0.17% hits; Q15596;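 active means inhibition above the mean inhibition of all tested compounds plus 3 SD, set per campaign, cut at about 52% in these data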;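 further: 0% = DMSO treated cells and 100% = cells given Gossypol at 36 µM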
NR2F2 inh – NR2F2 (human) inhibition, primary screen. P24468. AID 686940. 370,000 compounds, 0.7% hits. inhibition, % at 8.6 µM. HEK293T NGFI-A luciferase reporter, luminescence;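 active means inhibition above a per-plate cutoff, mean inhibition of test wells between control levels plus 3 SD, cut at about 38% in these data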;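 further: cells cotransfected with COUP-TFII expression vector driving the NGFI-A reporter; 0% = median of COUP-TF2 test wells and 100% = reporter-only cells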
SRC1 inh – inhibits human SRC1 coactivator; 360,000 compounds, 0.12% hits; HEK293 GAL4-SRC1 luciferase reporter, luminescence; inhibition, % at 3.6 µM; Q15788;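 active means inhibition above the campaign mean plus 3 SD, with each screening campaign given its own cutoff, cut at about 60% in these data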;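 further: 0% = DMSO treated cells and 100% = gossypol at 36 µM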
Target sequence (Q15788 whole entry, looked up, the tested form may be a part): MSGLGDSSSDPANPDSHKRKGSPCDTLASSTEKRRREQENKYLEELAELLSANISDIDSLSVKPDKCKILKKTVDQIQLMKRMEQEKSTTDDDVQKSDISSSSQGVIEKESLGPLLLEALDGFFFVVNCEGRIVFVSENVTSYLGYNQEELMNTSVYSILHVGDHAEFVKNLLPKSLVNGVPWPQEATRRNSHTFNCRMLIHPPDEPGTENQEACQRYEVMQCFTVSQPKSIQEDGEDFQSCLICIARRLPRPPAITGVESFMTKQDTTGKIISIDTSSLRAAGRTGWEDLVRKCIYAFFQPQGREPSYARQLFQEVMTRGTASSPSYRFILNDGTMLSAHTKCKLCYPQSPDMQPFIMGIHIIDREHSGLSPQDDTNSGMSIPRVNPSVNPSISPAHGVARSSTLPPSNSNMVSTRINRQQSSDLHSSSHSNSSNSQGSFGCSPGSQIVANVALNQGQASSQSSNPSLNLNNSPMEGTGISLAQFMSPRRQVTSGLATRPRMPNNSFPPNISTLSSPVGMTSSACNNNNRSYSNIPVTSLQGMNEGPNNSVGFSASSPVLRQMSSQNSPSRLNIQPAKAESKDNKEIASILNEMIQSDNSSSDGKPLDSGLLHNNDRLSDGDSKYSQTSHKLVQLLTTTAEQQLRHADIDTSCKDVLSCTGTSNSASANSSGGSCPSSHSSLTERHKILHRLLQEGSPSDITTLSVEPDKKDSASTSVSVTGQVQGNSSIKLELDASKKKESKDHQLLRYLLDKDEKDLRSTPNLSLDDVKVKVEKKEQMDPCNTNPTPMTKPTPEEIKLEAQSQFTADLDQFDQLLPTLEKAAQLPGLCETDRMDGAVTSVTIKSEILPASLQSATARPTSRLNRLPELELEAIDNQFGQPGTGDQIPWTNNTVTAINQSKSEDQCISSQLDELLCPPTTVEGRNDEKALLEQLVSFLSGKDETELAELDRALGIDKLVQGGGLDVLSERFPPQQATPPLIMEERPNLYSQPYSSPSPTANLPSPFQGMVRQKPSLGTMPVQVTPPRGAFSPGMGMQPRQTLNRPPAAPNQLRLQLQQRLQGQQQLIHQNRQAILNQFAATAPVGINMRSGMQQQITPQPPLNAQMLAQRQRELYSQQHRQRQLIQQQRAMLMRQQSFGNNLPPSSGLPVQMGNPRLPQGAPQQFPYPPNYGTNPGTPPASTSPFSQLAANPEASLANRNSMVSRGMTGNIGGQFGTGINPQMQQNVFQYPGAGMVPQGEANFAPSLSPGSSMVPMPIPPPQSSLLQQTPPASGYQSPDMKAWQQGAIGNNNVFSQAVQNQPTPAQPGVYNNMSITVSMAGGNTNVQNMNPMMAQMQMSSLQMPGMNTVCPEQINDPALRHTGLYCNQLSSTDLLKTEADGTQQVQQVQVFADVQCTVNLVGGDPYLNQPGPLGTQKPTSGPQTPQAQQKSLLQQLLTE
SRC3 inh – inhibitors of human steroid receptor coactivator 3 (SRC3) | HEK293 GAL4-SRC3 luciferase reporter, luminescence | inhibition, % at 3.6 µM | 360,000 compounds, 0.17% hits | AID 588352;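 active means inhibition above a per-campaign cutoff, the mean of all compounds plus 3 SD, cut at about 60% in these data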;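 further: 0% = DMSO-treated cells and 100% = gossypol-treated cells at 36 µM; higher means less SRC3-driven luciferase light from the GAL4 reporter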
TWEAK Fn14 block – TWEAK-Fn14 signaling inhibition; TWEAK-stimulated Fn14 reporter cells, luciferase luminescence, 8 h; inhibition, % at 10 µM; 360,000 compounds, 2% hits; in the data active means inhibition above about 50%
Numbers without * were called inactive; · = no result given. A portion of the library (hit frequency here may not be typical).

SMILES	NOD2-RIPK2 inh	ABHD5-PLIN5 inh	TLR9-MyD88 block	NR5A2 inv ag	Granule exo inh	TROY NFkB inh	NCOA2 inhibitor	NR2F2 inh	SRC1 inh	SRC3 inh	TWEAK Fn14 block
CCCS(=O)(=O)N1CCCC(C(=O)NC2CCCCC2)C1 (stereo unspecified)	3	-4	0	2	-2	-16	-1	0	-2	-8	24
C#CC1(N2CCCCC2)CCCCC1	0	-5	1	-24	-6	-16	8	-3	-13	-6	-4
Cc1cccc(Nc2nnc(SCC(=O)Nc3ncc(C(F)(F)F)cc3Cl)s2)c1C	11	-9	1	-1	-6	14	3	13	-12	8	4
O=C(NCC1CCS(=O)(=O)C1)NCC1CCS(=O)(=O)C1 (stereo unspecified)	3	-2	-1	5	-2	8	10	6	2	-30	0
Cn1nnnc1SCC(=O)Nc1cccc(S(=O)(=O)N2CCCCC2)c1	-4	-3	-13	-8	5	-14	-8	-1	2	21	4
COc1cc(C(c2c(NC(=O)c3ccco3)sc(C)c2C)N2CCOCC2)cc(OC)c1OC (stereo unspecified)	-1	8	3	-40	8	-21	-9	5	-26	1	-10
CC(C)=CCOc1ccc2ccc(=O)oc2c1	-4	-1	-8	13	6	-45	-28	-4	-18	-27	-4
Cc1cc(C)cc(NC(=O)Cn2c(-c3ccccc3Cl)nc3ccccc32)c1	-8	1	-3	-13	0	-28	-15	19	-19	-15	10
CC(C)(C)c1ccc(C(=O)N2CCC2(C)C(=O)NCC(F)(F)F)cc1 (stereo unspecified)	-3	2	·	7	-4	-9	-9	-4	6	-2	1
O=C(CC1CCCC1)NCCS(=O)(=O)N1CCN(c2ccc(F)cc2)CC1	4	1	-4	17	3	14	-12	10	-41	18	8
CCOC(=O)c1oc2c(CN3CCN(C)CC3)c(O)c(CC)cc2c(=O)c1-c1nc2ccccc2s1	-1	-2	3	3	-4	-33	13	2	-33	-19	16
COc1ccc(S(=O)(=O)N2CC(C)N(C(=O)N(C)C)C2C(C)C)cc1 (stereo unspecified)	-7	0	-8	-10	2	-19	12	0	-3	-8	2
CCCCCCn1cc(CN2CC(N3CCCCC3)CS2(=O)=O)nn1 (stereo unspecified)	2	5	·	14	-5	-10	7	-30	·	·	6
COc1ccc(OC)c(N=c2oc3cc(O)ccc3cc2C(N)=O)c1	-26	6	-31	-13	-6	-2	-24	-12	-2	-9	0
Cn1cc(CN2CCN(CC(C)(C)C)C(CCO)C2)c2ccccc21 (stereo unspecified)	-4	6	-1	8	14	-3	-1	4	1	-7	11
CCOC(=O)C1(C)CCCN(C(=O)c2cc(OC)c(OC)c(OC)c2)C1 (stereo unspecified)	-3	-1	·	-50	-2	5	20	-4	5	-4	0
CN1/C(=C\C(=O)c2cccnc2)Sc2ccccc21	-2	-2	-3	-126	-4	-74	-62	-36	-78	-66	-9
Cc1cc2nc(-c3ccc4c(c3)CCC4)ccn2n1	0	-4	-15	-39	-1	-28	-10	-4	-16	-5	-1
Cc1nc(-c2nc(-c3c(C(=O)NNC(=O)Nc4ccccc4)noc3C)cs2)cs1	1	-1	1	-9	5	-2	-22	7	-1	24	-10
O=C(CSc1nnc(-c2cccnc2)o1)Nc1ccccn1	2	-5	9	-43	0	·	-15	-3	-43	-43	17
O=C(NC(c1ccccc1)c1ccccc1)C1CCCC1	-5	0	2	19	2	16	5	-16	-5	23	6
C[C@H]1COC(=O)[C@H](Cc2ccc(F)cc2)C/C=C\C[C@@H](CC(=O)NCCO)C(=O)N1	3	-6	0	16	-3	-4	7	-4	6	-88	9
O=C(COC(=O)CCc1ccc(S(=O)(=O)N2CCOCC2)cc1)NCc1ccccc1Cl	1	6	-9	2	16	0	4	-13	0	13	9
CC(C)NC(=O)Nc1cccc2c1O[C@H](CN(C)S(=O)(=O)c1ccccc1)[C@@H](C)CN([C@H](C)CO)C2=O	-4	-7	-1	-15	0	1	1	3	-5	-12	-5
CCN(CC)CCNC(=O)c1c(O)c2c([nH]c1=O)CCCC2	2	-2	-5	-12	3	13	-2	-16	-9	0	-9
More results follow:
SMILES	NOD2-RIPK2 inh	ABHD5-PLIN5 inh	TLR9-MyD88 block	NR5A2 inv ag	Granule exo inh	TROY NFkB inh	NCOA2 inhibitor	NR2F2 inh	SRC1 inh	SRC3 inh	TWEAK Fn14 block
CCOC(=O)c1ccc(NC(=O)c2nc[nH]c2C(=O)N2CCC(C)CC2)cc1	10	1	-13	22	-1	7	18	-16	-23	-7	-23
CCOC(=O)C1(Cc2cccc(OC)c2)CCN(Cc2cnc(C)s2)CC1	-1	4	4	10	0	-27	-22	0	0	4	-12
CC(=O)N1CCc2cc(Br)cc(S(=O)(=O)N3CCN(C(=O)c4ccco4)CC3)c21	-1	1	0	-10	-2	9	-9	6	-12	-4	-29
CCOC(=O)N1CCN(S(=O)(=O)c2ccc(OC)c(OC)c2)CC1	6	-4	-1	-7	0	-10	4	-5	5	14	9
Cn1c(SCC(=O)c2ccccc2)nnc1C1COc2ccccc2O1 (stereo unspecified)	7	2	-5	1	-9	-14	-1	2	4	7	3
Cc1ccc(Sc2c(C)nn(C(=O)C3CC3)c2C)cc1	-8	1	-8	-22	8	-3	-3	-14	-14	0	7
O=C(N/N=C/c1ccco1)C1CCCC1	-3	3	6	0	-2	-13	·	·	-23	-23	8
O=C(NCCCc1ccccc1)C1CCN(c2nnc(-n3cccc3)s2)CC1	-3	-1	-8	-26	7	-22	3	4	-1	1	-15
COc1ccc(N(C(=O)c2snc(C(N)=O)c2N)C(C(=O)NCc2ccccc2)c2ccc(O)cc2)cc1OC (stereo unspecified)	-5	3	-2	-2	18	7	-25	-19	-4	5	15
Cc1cc(C(=O)NCc2ccc(F)cc2)n(-c2ccccc2)n1	-3	-3	1	-7	-1	9	-8	10	9	19	-6
COc1ccc(OCCCC(=O)Nc2nccs2)cc1	-8	7	-6	-5	-3	2	-21	-9	15	8	-13
COc1cc(-c2cc(NC(C)=O)c3ncc(-c4cc(OC)c(OC)c(OC)c4)n3c2)cc(OC)c1OC	3	8	·	6	4	6	-95	-76	-19	-12	50*
CC(=O)N1CCC2(CC1)CC(=O)c1cc(OCC(=O)NCc3ccc(C)cc3)ccc1O2	5	2	2	2	1	8	-5	0	-1	12	-15
O=C(O)c1cc(-c2cccc([N+](=O)[O-])c2)nc2ccccc12	-11	5	-1	3	-3	-14	0	-15	-4	2	17
O=C1C=CN2CCCC2CC1 (stereo unspecified)	5	6	-4	5	-3	4	-12	4	0	-12	1
Cc1ccc2c(=O)n3c(nc2c1)C(Cc1ccc(O)cc1)NC(=O)c1cc2ccccc2cc1-3 (stereo unspecified)	-10	7	-2	-11	-6	37	17	3	-42	-27	8
O=C(CSc1nnc(CNc2ccc(F)cc2)o1)N1CCN(C(=O)c2ccco2)CC1	-10	6	-3	0	-3	0	13	5	-35	11	2
COc1cc(NC(=O)COc2cccc(C)c2C)ccc1NC(=O)c1ccco1	0	2	2	-6	0	5	5	3	-5	-7	4
O=C(Cc1ccccc1)Nc1cccc(NC(=O)c2ccccc2)c1	4	-4	14	18	-11	-26	-7	-7	-27	27	17
O=C(Nc1ccccn1)C1CCN(c2ncnc3c2nc2n3CCCCC2)CC1	-10	13	3	8	8	-22	12	13	3	2	12
CCOC(=O)N(NC(=O)C(O)(CC(C)C)CC(C)C)c1ccccc1	1	0	6	2	-3	8	6	-1	7	10	1
O=C(Cn1ncc2c3ccccc3n(Cc3ccccc3F)c2c1=O)NCCCN1CCCC1=O	11	-9	2	9	-1	-15	-17	6	-33	-3	2
COCc1cc(C)c2c(N)c(C#N)sc2n1	-7	5	1	-24	2	-19	-35	6	2	15	-7
CCCc1cc(=O)[nH]c(SCC(=O)c2[nH]c(C)c(C(=O)OCC)c2C)n1	-16	10	0	19	8	-13	-38	14	9	17	43
O=C(NCc1ccc(N2CCCC2=O)cc1)Nc1cccc2ccccc12	3	-2	-10	4	0	-8	7	13	-6	27	6
(list continues)
SMILES	NOD2-RIPK2 inh	ABHD5-PLIN5 inh	TLR9-MyD88 block	NR5A2 inv ag	Granule exo inh	TROY NFkB inh	NCOA2 inhibitor	NR2F2 inh	SRC1 inh	SRC3 inh	TWEAK Fn14 block
Cc1cc(OC(=O)c2cc(Cl)ccc2Cl)c([N+](=O)[O-])c(=O)[nH]1	-16	2	6	6	4	-39	2	8	8	-22	-9
CC(C)(C)C1CCC(=NNC(=O)c2ccc(Br)o2)CC1 (stereo unspecified)	-2	0	-29	-99	0	-46	-94	-41	-112	-57	0
CC(Sc1ccc(Cl)cc1)C(=O)NNC(=O)c1csc(N2CCOCC2)n1 (stereo unspecified)	5	3	4	21	2	-9	-50	-13	-15	-3	2
COc1ccc(OCCCC(=O)OCC(=O)Nc2ccc(Cl)cn2)cc1	8	6	-2	13	4	-5	-36	-22	-32	-1	16
CC1CCN(C(=O)C(NS(=O)(=O)c2cccc3nsnc23)C(C)C)CC1 (stereo unspecified)	-9	0	-5	5	-4	-12	-4	-6	12	-26	-4
O=C1CN(Cc2ccccc2)C(=NCc2ccco2)S1	1	13	2	-12	-1	-41	13	8	-3	-27	-5
CC(C)Nc1nnc(SCC(=O)c2c(N)n(Cc3ccccc3)c(=O)n(C)c2=O)s1	-8	2	-2	10	1	-15	8	-1	-46	9	19
O=S(=O)(c1cccc(NC(=S)N2CCN(c3cccc(Cl)c3)CC2)c1)C(F)F	-3	11	3	3	38	26	13	14	16	2	83*
CC(C)C12CN(C(=O)c3ccccc3[N+](=O)[O-])CC(C(C)C)(CN(C(=O)c3ccccc3[N+](=O)[O-])C1)C2=O	6	3	-5	-6	0	7	7	5	-15	17	13
O=C(NCC(=O)N(c1cccnc1)C(C(=O)NC1CCCC1)c1ccccc1F)c1ccco1 (stereo unspecified)	1	6	-6	-5	5	26	·	·	7	-9	0
N#Cc1c(SCC(=O)O)nc(N2CCCCC2)c2c1CCCC2	-10	5	-4	-9	11	5	-26	10	5	13	-4
CCOC(=O)C1[C@H]2C(=O)N(C(C)c3ccc(OC)cc3)C[C@]23C=C[C@H]1O3 (stereo partly specified)	17	-2	-4	6	5	9	3	4	-22	4	11
CCOC(=O)C1(C)CCCCCN1C(=O)c1csnn1 (stereo unspecified)	-10	1	·	-10	-8	16	-13	-3	6	5	-3
Cc1cc(C)n(/N=C/c2cccs2)c(=O)c1C#N	2	-2	-6	-4	42	5	0	4	13	6	-4
CCSc1nnc(NC(=O)Cn2cnc3ccccc3c2=O)s1	-13	-2	1	3	-3	-4	-18	10	-10	-19	0
O=C(CSc1nnc(C2CCCCC2)n1Cc1ccccc1)NCc1ccco1	-10	17	-8	20	-2	1	14	-17	-7	10	1

Individual results from the entries so far:
Entry of CC(C)C12CN(C(=O)c3ccccc3[N+](=O)[O-])CC(C(C)C)(CN(C(=O)c3ccccc3[N+](=O)[O-])C1)C2=O in Granule exo inh: 0
Entry of CCOC(=O)C1[C@H]2C(=O)N(C(C)c3ccc(OC)cc3)C[C@]23C=C[C@H]1O3 (stereo partly specified) in NOD2-RIPK2 inh: 17
Entry of Cc1cc(OC(=O)c2cc(Cl)ccc2Cl)c([N+](=O)[O-])c(=O)[nH]1 in ABHD5-PLIN5 inh: 2
